Screening results as filed in PubChem.
LYPLA2 inh – blocks human lysophospholipase 2, a PME1 counter-screen; O95372; recombinant LYPLA2, FP-Rh probe fluorescence polarization; inhibition, % at 5.9 µM; hit rate 0.38% among 320,000;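 active = inhibition above the screen-wide mean plus 3 SD, limit set per campaign, cut at about 26% in these data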;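 note: 0% = LYPLA2 with DMSO and 100% = wells lacking LYPLA2 enzyme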
Target sequence (O95372 whole entry, looked up): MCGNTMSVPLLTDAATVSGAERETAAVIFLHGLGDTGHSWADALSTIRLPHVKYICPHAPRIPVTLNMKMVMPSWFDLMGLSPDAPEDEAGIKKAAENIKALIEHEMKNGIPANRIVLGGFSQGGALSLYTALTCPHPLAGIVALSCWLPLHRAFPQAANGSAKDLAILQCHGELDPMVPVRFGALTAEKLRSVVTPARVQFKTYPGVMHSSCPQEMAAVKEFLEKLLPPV
LYPLA1 counter – blocks human lysophospholipase 1, a PME1 counter-screen | inhibition, % at 5.9 µM | recombinant LYPLA1, FP-Rh probe fluorescence polarization | hit rate 0.16% among 320,000 | O75608;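 active = inhibition above the mean of all tested compounds plus 3 SD, set per campaign, cut at about 14% in these data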;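 note: inhibitors block serine hydrolase probe labeling of LYPLA1 so polarization falls; 0% = enzyme with DMSO and 100% = wells lacking LYPLA1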
Target sequence (O75608 whole entry, looked up): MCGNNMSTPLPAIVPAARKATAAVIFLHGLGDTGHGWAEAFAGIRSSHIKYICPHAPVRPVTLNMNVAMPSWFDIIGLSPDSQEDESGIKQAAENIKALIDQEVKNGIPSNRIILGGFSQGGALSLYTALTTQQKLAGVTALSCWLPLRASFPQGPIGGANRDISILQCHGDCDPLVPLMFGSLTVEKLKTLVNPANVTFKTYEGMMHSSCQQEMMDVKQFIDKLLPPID
PAFAH1B3 FP inh – inhibitors of human PAFAH1B3; Q15102; AID 492972; inhibition, % at 3.39 µM; hit rate 0.28% among 340,000; recombinant PAFAH1B3, FP-rhodamine probe, fluorescence polarization;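 active = inhibition above the screen-wide average of all tested compounds plus 3 SD, cut at about 25% in these data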;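 note: 0% = enzyme with DMSO only and 100% = wells lacking PAFAH1B3 protein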
Target sequence (Q15102 whole entry, looked up): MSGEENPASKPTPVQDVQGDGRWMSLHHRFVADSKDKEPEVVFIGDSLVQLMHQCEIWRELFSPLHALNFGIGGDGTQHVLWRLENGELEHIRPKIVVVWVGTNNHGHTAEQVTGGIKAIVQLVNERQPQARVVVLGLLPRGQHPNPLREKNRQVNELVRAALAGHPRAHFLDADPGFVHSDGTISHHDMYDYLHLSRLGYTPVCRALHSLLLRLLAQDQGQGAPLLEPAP
PREPL inhibitor – human PREPL enzyme inhibition | recombinant PREPL, fluorescence polarization activity-based probe | hit rate 0.68% among 320,000 | inhibition, % at 5.96 µM | AID 2751; in the data active = inhibition above about 43%;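 note: 0% = enzyme with DMSO and 100% = wells lacking enzyme; many of its hits are not listed in these tables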
EBNA-1 inhibitor – blocks EBNA-1 binding to DNA; EBNA-1 DNA binding, fluorescence polarization; inhibition, % at 14.8 µM; hit rate 0.34% among 300,000; in the data active = inhibition above about 28%
PAFAH1B2 inh – inhibitors of human PAFAH1B2. AID 492953. recombinant PAFAH1B2, FP-rhodamine activity probe, fluorescence polarization. inhibition, % at 3.39 µM. hit rate 1.2% among 340,000;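 active = inhibition above the mean of all tested compounds plus 3 SD, cut at about 24% in these data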;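 note: 0% = enzyme with DMSO and 100% = wells lacking PAFAH1B2; many of its hits are not listed in these tables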
ZTA DNA inh – ZTA (EBV) inhibition in EBNA-1 counter-screen; inhibition, % at 11 µM; hit rate 0.15% among 320,000; AID 2234; ZTA-DNA binding, fluorescence polarization; P03206; in the data active = inhibition above about 33%
Target sequence (P03206 whole entry, looked up): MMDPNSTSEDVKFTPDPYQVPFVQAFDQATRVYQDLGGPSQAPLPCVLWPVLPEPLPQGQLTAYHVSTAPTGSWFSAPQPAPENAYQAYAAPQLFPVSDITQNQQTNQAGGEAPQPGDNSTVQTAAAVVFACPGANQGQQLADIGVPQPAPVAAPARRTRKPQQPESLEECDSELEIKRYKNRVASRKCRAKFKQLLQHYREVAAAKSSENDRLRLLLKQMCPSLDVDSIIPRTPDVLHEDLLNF
pPAFAH FP inh – inhibitors of human plasma PAF acetylhydrolase (pPAFAH); inhibition, % at 3.39 µM; recombinant pPAFAH, FP-rhodamine probe fluorescence polarization; hit rate 1.5% among 330,000; Q13093;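 active = inhibition above the mean inhibition across the screen plus 3 SD, cut at about 25% in these data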;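 note: inhibitors block binding of the rhodamine activity-based probe so polarization drops; 0% = enzyme with DMSO and 100% = wells lacking pPAFAH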
PAFAH2 FP inh – PAFAH2 (human) inhibition. recombinant PAFAH2, FP-rhodamine activity probe, fluorescence polarization. inhibition, % at 3.39 µM. hit rate 0.99% among 340,000;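 active = inhibition above the mean over all tested compounds plus 3 SD, cut at about 30% in these data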;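 note: inhibitors block probe labeling of enzyme so polarization drops; 0% = enzyme with DMSO and 100% = wells lacking PAFAH2 protein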
An asterisk follows results filed as active; nt = no result given.

SMILES | LYPLA2 inh | LYPLA1 counter | PAFAH1B3 FP inh | PREPL inhibitor | EBNA-1 inhibitor | PAFAH1B2 inh | ZTA DNA inh | pPAFAH FP inh | PAFAH2 FP inh
O=C(Cc1ccccc1F)Nc1cc(S(=O)(=O)N2CCOCC2)ccc1N1CCOCC1 | 1.4 | -1.7 | 2.5 | 4.8 | nt | -2.2 | 6.5 | 4.0 | 4.0
O=C(CCS(=O)(=O)c1ccc(Cl)cc1)NCCC1=CCCCC1 | 1.7 | -2.4 | -2.8 | -6.1 | -3.1 | 9.7 | -0.5 | 7.3 | -0.3
Cc1ccc(N(CC(=O)NC2CCCCC2C)S(=O)(=O)c2c(C)noc2C)cc1 (centres undefined) | -4.2 | 0.1 | 9.0 | 8.8 | -6.1 | 0.4 | -4.1 | 0.8 | -0.7
O=C(NN=C1CCN(Cc2ccccc2)CC1)c1ccccc1 | -3.1 | -1.0 | 7.5 | 14.8 | -7.8 | -1.9 | -25.8 | -0.6 | 6.1
O=C(CSc1ccc(-c2ccncc2)nn1)N1CCCCC1 | 2.5 | 0.2 | 7.7 | 14.2 | -2.5 | 4.0 | -9.7 | -5.6 | 1.7
Cc1ccc2c(CN3C(=O)NC4(CCCCC4)C3=O)cc(=O)oc2c1C | 5.9 | -1.2 | 4.9 | 11.3 | 4.2 | -0.9 | 6.5 | 3.5 | 1.0
CCCc1nnc(NC(=O)c2c(O)c3cccc4c3n(c2=O)CCC4)s1 | 2.3 | -0.8 | nt | -2.0 | -13.6 | nt | 15.5 | -6.2 | nt
CCn1c(SCC(=O)c2ccc3ccccc3c2)nnc1-c1ccco1 | 5.6 | -8.1 | -1.0 | 9.1 | 9.5 | -2.4 | -7.9 | 16.5 | 1.2
COCCCn1c(-c2cccs2)nc2nc3ccccc3nc21 | -2.5 | -2.9 | 7.1 | 1.3 | -6.3 | 0.5 | 4.2 | 3.4 | 6.1
Cc1ccc(-c2nnc(N3CCN(C(=O)CN4C(=O)c5ccccc5C4=O)CC3)c3ccccc23)cc1 | 10.2 | -3.6 | 1.8 | 6.7 | 4.2 | -1.6 | 14.5 | -1.1 | 14.2

Whole records from above. Values in the order: LYPLA2 inh | LYPLA1 counter | PAFAH1B3 FP inh | PREPL inhibitor | EBNA-1 inhibitor | PAFAH1B2 inh | ZTA DNA inh | pPAFAH FP inh | PAFAH2 FP inh
`Cc1ccc2c(CN3C(=O)NC4(CCCCC4)C3=O)cc(=O)oc2c1C` is listed as 5.9 | -1.2 | 4.9 | 11.3 | 4.2 | -0.9 | 6.5 | 3.5 | 1.0
`O=C(CCS(=O)(=O)c1ccc(Cl)cc1)NCCC1=CCCCC1` is listed as 1.7 | -2.4 | -2.8 | -6.1 | -3.1 | 9.7 | -0.5 | 7.3 | -0.3
`CCCc1nnc(NC(=O)c2c(O)c3cccc4c3n(c2=O)CCC4)s1` is listed as 2.3 | -0.8 | nt | -2.0 | -13.6 | nt | 15.5 | -6.2 | nt

The list continues.
SMILES | LYPLA2 inh | LYPLA1 counter | PAFAH1B3 FP inh | PREPL inhibitor | EBNA-1 inhibitor | PAFAH1B2 inh | ZTA DNA inh | pPAFAH FP inh | PAFAH2 FP inh
Cc1ccc[n+](CC(=O)Nc2ccc(Cl)c([N+](=O)[O-])c2)c1 | 0.0 | -0.5 | -0.2 | -11.0 | -10.4 | -3.0 | -15.2 | -6.9 | 0.5
Nc1ncc(CN2CCCC(C(=O)Nc3ccc(-c4ccco4)cc3)C2)cn1 (centres undefined) | -0.1 | -2.9 | 4.3 | -0.1 | -0.9 | -4.1 | 20.2 | 0.9 | -5.6
Cn1cccc1C(=O)C(=O)Nc1cccc(Cl)c1Cl | 2.0 | -0.2 | -0.8 | 23.8 | 3.9 | 2.1 | -4.7 | 2.8 | -3.9
Cc1cc([N+](=O)[O-])cc(/C=N/n2c(C)nc3ccccc3c2=O)c1O | -0.8 | 3.0 | 12.7 | 2.7 | 8.9 | 1.7 | 21.4 | 10.8 | 11.3
C=CCNC(=O)CC(=O)N/N=C/c1cccc(C)c1 | 5.5 | 2.6 | 0.9 | 2.5 | -3.6 | -3.0 | 0.9 | 4.4 | -3.4
CCc1ccc(/C=C/C(=O)c2ccc(S(=O)(=O)N(C)C)cc2)cc1 | -4.8 | -3.6 | -6.7 | 2.8 | 9.0 | 0.8 | 7.3 | 2.4 | 4.0
O=C(CSc1ncc(-c2ccccc2)[nH]1)Nc1ccccc1 | 1.5 | -1.9 | 0.3 | 1.5 | 4.7 | 5.8 | -5.3 | 2.1 | -1.3
COCCCNC(=O)C1CC(=O)N(C2CCCC2)C1 (centres undefined) | 4.9 | 4.3 | 8.4 | 9.8 | 15.6 | -0.9 | -2.8 | 3.9 | 0.7
CC(C)NC(=O)N(C)C[C@H]1Oc2c(NC(=O)C3CC3)cccc2C(=O)N([C@H](C)CO)C[C@@H]1C | nt | nt | 2.8 | 15.7 | nt | 3.0 | nt | -2.5 | -5.1
Cc1cc(C)c(NC(=O)CN(C)CC(=O)Nc2cccc(S(=O)(=O)N(C)c3ccccc3)c2)c(C)c1 | nt | nt | 5.3 | 9.3 | nt | -0.6 | nt | 2.1 | -1.8
COc1ccc(CNC(=O)C2CCCN2C)cc1OC (centres undefined) | 4.6 | 1.9 | 2.5 | 4.5 | 3.9 | 2.2 | 12.3 | 6.5 | -3.9
Cc1c(NC(=O)c2cc(-n3cnnc3)ccc2Cl)cccc1-c1nc2ccccc2s1 | 1.0 | -2.6 | -3.5 | 9.7 | -0.1 | 2.7 | -6.1 | 11.5 | -8.1
C=CCNC(=O)C(=O)NCC1CCCN1S(=O)(=O)c1cccs1 (centres undefined) | 9.8 | 2.3 | 1.0 | -2.6 | -3.6 | 2.9 | -24.6 | 6.2 | -1.8
CCOc1ccc(/C=C/C(=O)Oc2ccccc2)cc1 | -3.5 | 0.6 | 1.2 | -4.7 | -1.4 | 2.0 | 11.4 | -4.1 | 9.3
Cc1noc(C)c1S(=O)(=O)Nc1ccc(C(C)C)cc1 | -2.0 | 1.4 | -2.7 | 0.9 | -20.7 | 1.6 | -11.3 | 4.5 | -4.8
Cc1c(Cc2ccccc2)sc(NC(=O)/C=C/c2cccc3ccccc23)c1C(N)=O | -9.6 | -6.4 | 2.4 | 4.2 | 0.8 | 2.6 | -2.1 | 7.3 | 5.6
CCOC(=O)Cc1csc2nc3sc(C)c(C)c3c(=O)n12 | 5.3 | 0.8 | 3.3 | 2.2 | 5.4 | 5.9 | 10.4 | -0.8 | -6.9
COCCCNC(=O)Cn1cnc(C(=O)Nc2ccc(C)c(C)c2)n1 | nt | nt | 9.7 | nt | nt | -2.7 | nt | 0.9 | 1.3
Nc1ccc2nc(CCCO)[nH]c2c1 | -1.4 | -3.2 | 8.3 | 14.9 | -5.3 | 5.3 | -6.5 | -0.1 | 1.0
Cc1cc(NC(=O)CSc2nnc(-c3ccc(S(=O)(=O)N4CCCC4)cc3)n2C)no1 | 2.2 | 3.0 | -7.7 | 16.1 | -4.6 | -1.5 | -10.2 | 1.1 | -2.9
COC(=O)c1ccccc1NC(=O)CSc1nnnn1-c1ccc(C)cc1C | -6.7 | -1.2 | 7.4 | -3.5 | -10.7 | 1.3 | -7.2 | -2.1 | 7.2
O=C(O)COCC(=O)NC1CCN(Cc2ccccc2)CC1 | 3.3 | 2.0 | nt | -9.8 | -5.6 | nt | -1.7 | 4.5 | nt
O=C(Nc1nccs1)c1ccc(Cl)c(S(=O)(=O)N2CCCCC2)c1 | -10.2 | -5.4 | 9.5 | 8.9 | -7.0 | 1.7 | -6.9 | 1.2 | 17.5
COC(=O)Cc1c(O)ccn(Cc2ccc(OC)c(OC)c2)c1=O | 2.6 | 4.3 | 10.6 | 9.5 | -0.3 | 9.6 | -2.5 | -1.1 | -2.7
C=CCn1c(-c2cccc(OC)c2)n[nH]c1=S | 3.3 | 1.5 | 17.5 | -8.0 | -2.4 | 6.0 | 1.8 | -0.6 | -5.7
COCC(C)n1c(C)cc(C(=O)CSc2nnnn2-c2ccc(O)cc2)c1C (centres undefined) | 8.1 | -2.3 | 5.5 | -1.4 | -4.9 | 1.8 | 0.5 | 2.2 | 5.1
Cc1ccc(NC(=O)N2CCN(c3ncccc3C(F)(F)F)CC2)cc1 | 3.8 | 0.9 | 5.9 | 0.9 | -7.4 | 5.2 | 2.9 | 1.1 | -4.2
Cc1[nH]c2ccccc2c1N=Nc1ccc(F)cc1 | 10.0 | -2.0 | 7.7 | 16.2 | -1.1 | 3.4 | -4.0 | 6.3 | -2.8
CC(CCc1ccccc1)NC(=O)/C=C/c1ccccc1 (centres undefined) | 7.0 | -1.8 | 7.7 | -25.2 | -10.6 | 5.7 | -13.0 | 6.2 | 6.0
COc1ccc(/C(C)=N/NC(=S)Nc2cc(C)ccc2C)cc1 | 0.5 | -2.1 | 5.0 | 10.8 | 1.1 | -6.0 | 4.2 | 4.8 | 1.8
CCN1CCN(c2ccc(S(=O)(=O)N3CCOCC3)cc2NC(=O)/C=C/c2ccc(OC)c(OC)c2)CC1 | -2.2 | -1.0 | 3.5 | 12.4 | -6.9 | 0.4 | -10.9 | -1.8 | -3.9
Cc1csc(NC(=O)CSc2nnc(NC(=O)NC(C)(C)C)s2)n1 | -2.5 | -1.8 | -0.6 | -12.0 | 12.4 | -0.6 | -8.7 | 3.9 | -1.0
CN(CCCN1CCOCC1)Cc1cn(C)nc1-c1ccccc1F | 7.6 | 0.5 | -3.0 | 2.7 | 6.9 | 3.7 | 6.7 | -1.5 | -7.8
COC(=O)C1=C(NC(=O)c2cccc(OC)c2)CCS1 | -7.3 | -6.0 | 2.6 | 13.3 | -5.0 | 1.1 | -6.3 | 2.2 | -6.3
CCCCC(NC(C)=O)c1nc2ccccc2n1CCC (centres undefined) | -8.2 | 0.8 | 1.0 | 3.4 | 15.1 | -4.3 | 22.5 | 3.7 | -10.6
Cc1cc2oc(=O)cc(-c3ccccc3)c2c(C)c1-c1ccc(CO)cc1 | nt | nt | 3.0 | nt | nt | -2.8 | nt | 9.1 | -3.0
O=Cc1c(NCc2cccc(F)c2)c2ccccc2[nH]c1=O | 6.0 | -0.2 | 9.4 | -3.7 | -6.2 | -0.6 | 11.0 | 8.4 | -1.1
Cc1cc(NC(=O)CN2CCN(c3ncccn3)CC2)no1 | -0.1 | -4.1 | 2.3 | -0.7 | -6.2 | 4.4 | 18.1 | 0.8 | 8.2
CC1=NN(Cc2ccccc2)C(=O)/C1=C/c1ccc(N(C)C)cc1 | -0.3 | 0.8 | 2.5 | 5.7 | 1.0 | -1.9 | 8.3 | 9.6 | 5.3
CCN(CC(=O)Nc1c(F)cccc1F)C(=O)C1CCC1 | -2.7 | -0.9 | 5.3 | 20.2 | -2.0 | 4.3 | -6.7 | 2.9 | -3.9
CCCN1C(=O)S/C(=C/c2ccc(N3CCOCC3)o2)C1=O | -23.0 | -8.1 | -1.4 | 4.6 | -5.3 | -9.6 | 3.2 | 0.6 | -24.3
Fc1ccccc1-c1nnc2n1N=C(c1ccc(OC(F)F)c(OCC3CC3)c1)CS2 | nt | nt | -5.5 | 1.2 | nt | -0.6 | nt | 3.3 | 5.8
CCC1CCCCN1S(=O)(=O)c1ccc(NC(=O)c2nc(S(C)(=O)=O)ncc2Cl)cc1 (centres undefined) | -10.1 | -16.0 | -34.0 | -8.6 | -7.0 | -10.9 | 8.6 | -8.0 | -15.9
Cc1cc(C)c(C(=O)COC(=O)C2CCN(c3ccc(C(F)(F)F)cn3)CC2)c(C)c1 | -4.8 | -5.1 | 7.4 | -1.7 | nt | -1.4 | 15.4 | -3.9 | 1.3
Cc1ccc(C)c(S(=O)(=O)N2CCCOC2CNC(=O)C(=O)NCCCN2CCOCC2)c1 (centres undefined) | 0.8 | 2.8 | 0.9 | 17.0 | -1.9 | 1.9 | -9.4 | -3.5 | -8.2
COc1ccccc1C(C#N)N1N=C(C)CC1c1ccccc1 (centres undefined) | 2.7 | 3.8 | 1.4 | 15.6 | -1.8 | 0.0 | -6.4 | -1.9 | 2.4

The list is partial; the hit share may differ from the screen's.
